# PglD DTNB – blocks C. jejuni PglD acetyltransferase activity; purified PglD enzyme, DTNB colorimetric CoA detection; inhibition, % at 12.5 µM; actives 0.098% (n = 360,000); in the data active = inhibition above about 16%, passing the limit was not always enough; also: strong numbers were not always called active
# miR122 inh – blocks miR-122 activity in Huh7 sensor cells. Huh7 miR-122 Renilla luciferase sensor, 48 h; neutral wells = 0, positive control = 100. activation (reporter increase), % at 12.5 µM. actives 0.3% (n = 340,000). AID 602342;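 active = mean replicate activation score at least 90 and every replicate individually at or above 90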;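 also: higher luciferase means less miR-122 activity so hits act as miR-122 inhibitors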
# F508del corr – correctors of CFTR F508del function in bronchial epithelial cells | CFBE cells, YFP halide quenching; stimulated with forskolin plus potentiator P3; % fluorescence drop versus neutral controls | activity (quench increase), % at 7.58 µM | actives 0.36% (n = 350,000) | AID 720511;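 active = mean added fluorescence quench of at least 8% versus neutral control, with both replicates also reaching 8%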;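 also: cells transiently co-express mutant CFTR-F508del with the halide-sensitive YFP; corrector assay measuring rescue of mutant channel to the surface after 24 h compound exposure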
# Cneo AK release – Cryptococcus neoformans lysis via adenylate kinase release | C. neoformans lysis, adenylate kinase release luminescence, 4 h; normalised: neutral wells 0, clomiphene wells 100 | lysis activity, % at 15 µM | actives 0.2% (n = 360,000) | AID 651654;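 active = mean lysis activity across replicates of at least 80%, whatever share of replicates individually reach that level; inactive = mean lysis activity below 80%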
#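 Schedule: static 4 h at 37 °C with compound, 1 h detection; system: C. neoformans cells; benchmarks: Clomiphene as positive control; buffer or medium: fresh YPD medium; measure: luminescence rise reflecting yeast cell lysis; measured by: luminescent adenylate kinase detection reagent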
# FN deposit inh – fibronectin deposition inhibition | actives 0.086% (n = 350,000) | inhibition, % at 12.6 µM | AH1F fibroblasts, Alexa488-fibronectin deposition fluorescence, overnight | AID 743247;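 active = mean inhibition across replicates of 30% or more, regardless of how many single replicates reach that level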;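 also: positive control wells lacked labelled fibronectin entirely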
#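 Material – AH1F fibroblast monolayer, labelled fibronectin deposition · Reagent – labelled fibronectin 24 nM · Timing – 1 h adhesion, overnight exposure · Measured by – fluorescence at 485 nm excitation, 525 nm emission · Read-out – inhibition of fibronectin deposition signal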
# PGC1a acetyl inh – modulators of PGC1a acetylation | AID 651687 | U2OS PGC1a acetylation, AlphaScreen anti-acetyl-lysine; with virally co-expressed GCN5 acetyltransferase | actives 0.17% (n = 350,000) | inhibition, % at 15.6 µM;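 active = every replicate shows inhibition of at least 40%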;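 also: 0% = neutral control wells and 100% = positive control wells; some results beyond the cut were filed as inactive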
# Statin myotox sup – suppression of simvastatin myotoxicity; C2C12 myotubes + simvastatin, ATP luminescence, 48 h; scaled: DMSO 0, geranylgeraniol control 100; actives 0.78% (n = 330,000); rescue of ATP level, % at 7.49 µM;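 active = mean ATP rescue above about 67%, or every replicate alone reaching that limit, limit read from the data, passing the limit was not always enough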;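 also: myotubes were challenged with 10 µM simvastatin during compound exposure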
# INS-1E GSIS act – primary screen for activators of insulin secretion dependent on glucose, INS-1E cells, GLuc reporter luminescence; INS-1E GLuc reporter insulin secretion, 2-3 h; activation, % at 16.6 µM; actives 0.61% (n = 370,000); AID 743287;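 active = lowest replicate activation of at least 40%, so every replicate reaches that level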;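 also: 0% = median of neutral control wells and 100% = median of IBMX positive control wells; some compounds called inactive have numbers as strong as hits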
# Active calls of the source: *; . = no result given; [ ] = another dose, or the depositor's remark.
entry | mol | PglD DTNB | miR122 inh | F508del corr | Cneo AK release
1 | CN1CCN(c2ccc(NC(=O)c3ccccc3)cc2)CC1 | -1 | 4 | -2.6 | -2
2 | O=C(O)c1cc(-n2nnnc2SCc2ccc([N+](=O)[O-])cc2)ccc1Cl | -2 | -1 | 4.2 | -2
3 | COc1cccc(C(=O)NCC(c2cccs2)N2CCc3ccccc32)c1 (stereo unspecified) | 1 | 8 | -2.0 | -1
4 | Cc1ccc(C(=O)N2CC(C(=O)O)C2)cc1 | . | 1 | 0.6 | .
5 | CCOc1ccc(NC(=S)N2CCN(S(=O)(=O)c3ccc(C)cc3)CC2)cc1 | 0 | . | -1.1 | 0
6 | Cn1c(=O)c2c(nc(SCc3ccc(C(=O)O)cc3)n2C)n(C)c1=O | -5 | 12 | 0.9 | 1
7 | CN(C)CCCNC(=O)C[C@@H]1CC[C@@H]2[C@@H](COc3ccc(NC(=O)c4ccc5c(c4)OCO5)cc3C(=O)N2C)O1 | 1 | -5[16.7 µM] | 5.6 | 2
8 | O=c1cc(-c2ccccc2Cl)oc2c(NS(=O)(=O)c3cccs3)ccc(O)c12 | -1 | 30 | 0.6 | -4
9 | C[C@H](CO)N1C[C@H](C)[C@@H](CN(C)C(=O)Cc2ccccc2)OCCCC[C@H](C)Oc2ccc(NC(=O)Nc3cccc4ccccc34)cc2C1=O | -1 | 1[16.7 µM] | 1.1 | -1
10 | COc1ccc(/C(N)=N/OC(=O)Cc2ccccc2OC)cc1 | 7 | -4 | . | 0

entry | FN deposit inh | PGC1a acetyl inh | Statin myotox sup | INS-1E GSIS act
1 | 4 | 1 | 1 | 7
2 | 0 | 18 | 0 | .
3 | -4 | -18 | 26 | -8
4 | 3 | 9 | . | 2
5 | 2 | . | . | -25
6 | -3 | 0 | -9 | 12
7 | -11 | 1 | -5 | -3
8 | -2 | 2 | 1 | 2
9 | . | 1 | . | 6
10 | -5 | -4 | 3 | .

# (further entries)
entry | mol | PglD DTNB | miR122 inh | F508del corr | Cneo AK release
11 | O=C(CCCc1ccccc1)N1CCN(C2CCCCC2)CC1 | -7 | 10 | -0.2 | 3
12 | COC1=C(OC)c2ccccc2C(C(=O)O)N/C1=C(/C)Nc1ccncc1 (stereo unspecified) | 6 | -1 | . | 1
13 | N#C[C@H]1[C@H](c2ccc(-c3cccc(F)c3)cc2)[C@@H](CO)N1C(=O)CN1CCOCC1 | 0 | . | -0.8 | -2
14 | CC(=O)N(C)c1ccc(NS(=O)(=O)Cc2ccccc2)cc1 | -2 | -1 | . | -1
15 | COc1cc(C(=O)NCc2ccc3c(c2)cc(C)n3C)cc(OC)c1OC | . | . | -1.8 | .
16 | CCN1C(=O)[C@@H]2[C@@H](c3ccc(-c4ccc(C(C)=O)cc4)c(OC)c3)N3CCCC[C@@]3(C(=O)OC)[C@@H]2C1=O | -5 | . | 2.5 | 0
17 | CCOc1cc(-c2cc(-c3ccc(C)o3)nc(N)c2C#N)ccc1O | -1 | 20 | . | -3
18 | Cn1c(=O)n(C)c2cc(/C=C3/NC(=O)N(Cc4ccccc4)C3=O)ccc21 | 1 | -7 | . | 4
19 | CCS(=O)(=O)N1[C@H](C#N)[C@@H](c2ccc(C#CC(C)C)cc2)[C@@H]1CO | 0 | . | 0.1 | 0
20 | O=C(N/N=C/c1ccc(OC(=O)c2cccs2)cc1)c1ccccn1 | 0 | -3 | -7.3 | 2

entry | FN deposit inh | PGC1a acetyl inh | Statin myotox sup | INS-1E GSIS act
11 | 5 | 1 | -23 | -4
12 | . | -1 | -1 | .
13 | 6 | -17 | 29 | -5
14 | 3 | . | 2 | .
15 | -2 | 12 | . | 13
16 | -4 | . | 6 | .
17 | 7 | -5 | -6 | .
18 | -3 | -7 | 39 | 4
19 | 7 | -2 | -11 | -8
20 | 5 | 0 | . | 10

# The listing continues:
entry | mol | PglD DTNB | miR122 inh | F508del corr | Cneo AK release
21 | CCc1cc(-c2n[nH]c(C)c2-c2ccccc2Cl)c(O)cc1OC | -8 | 2 | -0.8 | 2
22 | C/C=C/c1cnc2c(c1)C(=O)N([C@H](C)CO)C[C@@H](C)[C@H](CN(C)S(=O)(=O)c1ccccc1)O2 | 1 | 0[16.7 µM] | 1.0 | 1
23 | CC1CCCC(NC(=O)CSc2n[nH]c(=O)n2Cc2ccccc2)C1C (stereo unspecified) | 1 | -8 | 0.1 | -1
24 | CCCC(=O)NCc1nc2ccccc2n1CC(=O)c1ccccc1 | -1 | -5 | 0.5 | 1
25 | CCOC(=O)c1ccccc1NC(=O)CSc1nc(N)cc(N)n1 | 0 | -2 | . | 1
26 | Cc1ccc(S(=O)(=O)N[C@H]2CC[C@@H](CC(=O)NCCc3ccncc3)O[C@H]2CO)cc1 | 1 | . | -2.9 | -1
27 | Cc1ccc(-n2nc3c(c2NC(=O)c2ccc4c(c2)OCO4)CSC3)c(C)c1 | 6 | -2 | . | -2
28 | O=C(Cn1[nH]c(=O)c2ccccc2c1=O)Nc1cccc(-c2nnc3n2CCCCC3)c1 | 10 | -4 | . | -1
29 | COc1ccc(/C=N/NC(=O)c2[nH]c(C)c(C(=O)N/N=C/c3ccc(OC)cc3)c2C)cc1 | 2 | -8 | . | 1
30 | CCOC(=O)C1CCCN(CC(=O)Nc2ccc(C(=O)Nc3ccccc3OC)cc2)C1 (stereo unspecified) | 1 | 1 | -4.2 | -1

entry | FN deposit inh | PGC1a acetyl inh | Statin myotox sup | INS-1E GSIS act
21 | -5 | . | 3 | -9
22 | -15 | -1 | -21 | -2
23 | 6 | -2 | 8 | -19
24 | 3 | -3 | 13 | 16
25 | . | -7 | -10 | .
26 | . | -4 | -6 | -9
27 | . | -1 | -3 | 3
28 | -1 | 10 | -5 | 23
29 | 9 | . | . | -17
30 | 8 | -18 | 0 | -28

# Further records.
entry | mol | PglD DTNB | miR122 inh | F508del corr | Cneo AK release
31 | COc1ccc(Cl)cc1C(=O)NNC(=O)CNC(=O)c1ccco1 | 6 | -6 | 0.6 | 2
32 | C=CCn1c(Cc2ccccc2)n[nH]c1=S | . | . | -0.6 | .
33 | COc1ccc(NC(=O)C2(S(=O)(=O)c3ccc(C)cc3)CC2)cc1OC | 0 | 2 | -1.9 | 0
34 | Cc1ccc(S(=O)(=O)CC(=O)Nc2nc(C(C)(C)C)cs2)cc1 | 0 | 13 | -2.1 | 0
35 | Cc1ccccc1CN1C(=O)[C@H]2Cc3c([nH]c4ccccc34)C(C)(C)N2C1=O | -1 | . | -2.4 | -1
36 | COC(=O)c1ccc(NC(=O)c2cccc(C)c2)cc1 | 1 | -8 | 0.0 | 3
37 | COc1ccc(CCNC(=O)c2ccc(Cl)cc2)cc1 | 9 | -4 | . | -2
38 | CC(C)CN(C(=O)CN1CCOCC1)c1c(N)n(CC(C)C)c(=O)[nH]c1=O | 5 | 8 | . | 1
39 | Cc1ccccc1-c1ccc(C(=O)NCc2ccccc2)o1 | 7 | 2 | -0.1 | 0
40 | COC(=O)C1=NN(c2ccc(OC)cc2)C2C(=O)N(c3ccccc3OC)C(=O)C12 (stereo unspecified) | 2 | -2 | 0.6 | 3

entry | FN deposit inh | PGC1a acetyl inh | Statin myotox sup | INS-1E GSIS act
31 | 9 | 5 | 1 | 2
32 | 0 | -2 | . | -4
33 | 3 | -14 | 1 | -6
34 | 12 | -18 | -15 | -39
35 | 1 | . | 8 | -25
36 | -3 | -13 | -4 | -9
37 | 0 | -81 | -4 | .
38 | -6 | 12 | -2 | 5
39 | 0 | 0 | 7 | -9
40 | -13 | 6 | . | 0

# (list continues)
entry | mol | PglD DTNB | miR122 inh | F508del corr | Cneo AK release
41 | Cc1ccc(S(=O)(=O)N(C)C[C@H]2Oc3ccc(NS(=O)(=O)c4cn(C)cn4)cc3CC(=O)N([C@H](C)CO)C[C@H]2C)cc1 | . | -4[16.7 µM] | 0.8 | .
42 | Cn1c(COc2ccccc2)nnc1SCCSc1nnc(COc2ccccc2)n1C | 5 | -1 | . | -1
43 | Cc1ccc(NC(=O)c2ccccc2OCC(=O)c2ccccc2)cc1 | -3 | -11 | . | 0
44 | COc1ccccc1-c1cnc(C(O)c2c(C)cccc2C)[nH]1 (stereo unspecified) | -5 | -4 | 3.1 | -2
45 | Nc1ccc2ncccc2c1 | . | 3 | -2.7 | .
46 | COc1ccc(C(CC(=O)N2CCCCC2)c2c(OC)cc(OC)c3c(-c4ccccc4)cc(=O)oc23)cc1 (stereo unspecified) | 2 | 95 | 4.3 | 5
47 | O=C(Nc1ccc(NC(=O)C2CCCN2C(=O)OCc2ccccc2)cc1)c1ccco1 (stereo unspecified) | 1 | -11 | . | 1
48 | CC(C)(C)OC(=O)NCc1ccc(CNC(=O)c2nc[nH]c2C(=O)NCc2ccccc2)cc1 | 2 | -3 | 0.6 | 2
49 | COCCNC(=O)C[C@@H]1CC[C@@H]2[C@@H](COc3ccc(NC(=O)Cc4ccccc4)cc3C(=O)N2C)O1 | 2 | 27[16.7 µM] | -5.9 | -2
50 | CCC(Sc1nncn1C)C(=O)Nc1cc(C)on1 (stereo unspecified) | . | . | 0.3 | .

entry | FN deposit inh | PGC1a acetyl inh | Statin myotox sup | INS-1E GSIS act
41 | . | -4 | -16 | 29
42 | -4 | -12 | 14 | .
43 | -25 | -14 | -11 | .
44 | -4 | . | -7 | 7
45 | . | 5 | 24 | 2
46 | -9 | . | 9 | -12
47 | . | -33 | . | .
48 | -6 | -5 | 7 | -15
49 | -6 | 4 | 26 | 0
50 | -8 | -22 | . | 4

# Of the compounds above, nine contain an NH in an aromatic ring.
entry | mol | PglD DTNB | miR122 inh | F508del corr | Cneo AK release
21 | CCc1cc(-c2n[nH]c(C)c2-c2ccccc2Cl)c(O)cc1OC | -8 | 2 | -0.8 | 2
23 | CC1CCCC(NC(=O)CSc2n[nH]c(=O)n2Cc2ccccc2)C1C (stereo unspecified) | 1 | -8 | 0.1 | -1
28 | O=C(Cn1[nH]c(=O)c2ccccc2c1=O)Nc1cccc(-c2nnc3n2CCCCC3)c1 | 10 | -4 | . | -1
29 | COc1ccc(/C=N/NC(=O)c2[nH]c(C)c(C(=O)N/N=C/c3ccc(OC)cc3)c2C)cc1 | 2 | -8 | . | 1
32 | C=CCn1c(Cc2ccccc2)n[nH]c1=S | . | . | -0.6 | .
35 | Cc1ccccc1CN1C(=O)[C@H]2Cc3c([nH]c4ccccc34)C(C)(C)N2C1=O | -1 | . | -2.4 | -1
38 | CC(C)CN(C(=O)CN1CCOCC1)c1c(N)n(CC(C)C)c(=O)[nH]c1=O | 5 | 8 | . | 1
44 | COc1ccccc1-c1cnc(C(O)c2c(C)cccc2C)[nH]1 (stereo unspecified) | -5 | -4 | 3.1 | -2
48 | CC(C)(C)OC(=O)NCc1ccc(CNC(=O)c2nc[nH]c2C(=O)NCc2ccccc2)cc1 | 2 | -3 | 0.6 | 2

entry | FN deposit inh | PGC1a acetyl inh | Statin myotox sup | INS-1E GSIS act
21 | -5 | . | 3 | -9
23 | 6 | -2 | 8 | -19
28 | -1 | 10 | -5 | 23
29 | 9 | . | . | -17
32 | 0 | -2 | . | -4
35 | 1 | . | 8 | -25
38 | -6 | 12 | -2 | 5
44 | -4 | . | -7 | 7
48 | -6 | -5 | 7 | -15

# Bioassay records: PubChem BioAssay, Broad Institute
